RGS4 pot = potentiators or activators of RGS4; HEK293 M3R/inducible RGS4, carbachol calcium flux Fluo4; hits give low values; B-score at 10 µM; AID 463111; 310,000 compounds, 0.92% hits;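 active = B-score of the integrated calcium signal more than 4 SD below the library mean, with starting fluorescence not abnormally high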;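 also: negative B-score means reduced calcium response which marks RGS4 activation or potentiation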
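Test system: HEK293 cells with stable M3R and inducible RGS4; also added: carbachol at ECmax as muscarinic agonist stimulus; schedule: dye loading 30 min 37 °C, buffer rest 30 min RT; technique: kinetic calcium fluorescence imaging with Fluo4-AM dye, 2 µM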
HDAC3 inhib = blocks human histone deacetylase 3; inhibition, % at 8.3 µM; O15379; 320,000 compounds, 0.15% hits; AID 2718; recombinant HDAC3, fluorogenic peptide/trypsin coupled, fluorescence; in the data active = inhibition above about 26%, passing the limit was not always enough; inconclusive = no clear call, values can overlap the other calls
GSK3B inh = inhibitors of human GSK3beta kinase; P49841; GST-GSK3beta kinase, ADP-Glo luminescence, 60 min; hits give low values; activity score (negative = inhibition), % at 10 µM; 300,000 compounds, 0.038% hits;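 active = more than half of replicate wells score below -50%, meaning over 50% inhibition versus plate controls; inconclusive = some replicates but at most half score below -50%; inactive = no replicate scores below -50%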;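 also: 0% = median DMSO wells and -100% = median GW8510 positive control wells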
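Test system – GST-tagged human GSK3beta kinase, cell-free · Incubation – 60 min enzyme reaction, room temperature · Signal – ADP-Glo luminescence · Also added – peptide substrate and ATP at 25 µM · Controls – DMSO neutral wells and GW8510 at 20 µM as positive · Buffer or medium – Tris/MgCl2 kinase buffer · Measure – Luminescence-derived activity versus plate DMSO and GW8510 wells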
PolyA inh = inhibitors of polyadenylation in S. cerevisiae | S. cerevisiae SKY197-pL101 polyadenylation reporter, beta-gal luminescence; efflux-impaired pdr1/pdr3 knockout yeast; score 100 = 6 SD above DMSO | AID 1875 | calls only at 12 µM | 300,000 compounds, 0.02% hits;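 active = lowest replicate activity score at least 50, where 100 means six control SD above control mean; inconclusive = lowest score under 50 but half or more replicates reach 50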;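 also: yeast exposed to compound for 9 h at 30 °C; higher score means more reporter readthrough which indicates perturbed polyadenylation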
KCNK9 block = human KCNK9 channel inhibition; B-score at 10 µM; HEK293 KCNK9, FluxOR thallium flux fluorescence; hits give low values; 310,000 compounds, 1.2% hits; AID 488922; Q9NPC2;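 active = ratio B-score over 3 SD below the library mean, with starting fluorescence within 5 SD of its mean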;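 also: negative B-score means less thallium flux so channel inhibition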
KCNQ1 pot = potentiators or activators of human KCNQ1 potassium channel. B-score at 10 µM. 310,000 compounds, 0.35% hits. AID 2648. CHO-K1 KCNQ1, thallium flux FluxOR fluorescence; hits give high values;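 active = fluorescence ratio B-score, a plate-corrected score, at least three library SD, with initial intensity B-score within 5 SD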
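assay system = CHO-K1 cells stably expressing KCNQ1 | medium = assay buffer, equal DMSO in all wells | timing = 37 °C overnight plating, 90-min dark dye load, 20-min compound pretreatment | measured by = kinetic FluxOR thallium fluorescence, 10-s 1-Hz baseline, 110-s post-stimulus read | measure = fluorescence change relative to baseline, converted to B score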
KCNQ1 inh = inhibitors of human KCNQ1 potassium channel; 310,000 compounds, 1.3% hits; B-score at 10 µM; AID 2642; CHO-K1 KCNQ1, FluxOR thallium flux fluorescence; hits give high values;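 active = compounds whose thallium flux B-score, printed positive for inhibition, exceeds three library SD while starting fluorescence stays within three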;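 also: channel opened by potassium depolarization with thallium stimulus after 20 min compound exposure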
hERG protect = shields human hERG channel from block by proarrhythmic agents | Q12809 | CHO-hERG, FluxOR thallium flux, dofetilide IC70 present | activation (rescue from dofetilide block), less the hit threshold, % at 10 µM | 310,000 compounds, 0.51% hits | AID 1511;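 active = activation above the mean of controls blocked by dofetilide plus 5 SD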;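 also: thallium influx through hERG after potassium depolarization seen as dye fluorescence rise; in these data hits start at about 4.7%; inactives centre near -7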
Target sequence (Q12809 whole entry, looked up): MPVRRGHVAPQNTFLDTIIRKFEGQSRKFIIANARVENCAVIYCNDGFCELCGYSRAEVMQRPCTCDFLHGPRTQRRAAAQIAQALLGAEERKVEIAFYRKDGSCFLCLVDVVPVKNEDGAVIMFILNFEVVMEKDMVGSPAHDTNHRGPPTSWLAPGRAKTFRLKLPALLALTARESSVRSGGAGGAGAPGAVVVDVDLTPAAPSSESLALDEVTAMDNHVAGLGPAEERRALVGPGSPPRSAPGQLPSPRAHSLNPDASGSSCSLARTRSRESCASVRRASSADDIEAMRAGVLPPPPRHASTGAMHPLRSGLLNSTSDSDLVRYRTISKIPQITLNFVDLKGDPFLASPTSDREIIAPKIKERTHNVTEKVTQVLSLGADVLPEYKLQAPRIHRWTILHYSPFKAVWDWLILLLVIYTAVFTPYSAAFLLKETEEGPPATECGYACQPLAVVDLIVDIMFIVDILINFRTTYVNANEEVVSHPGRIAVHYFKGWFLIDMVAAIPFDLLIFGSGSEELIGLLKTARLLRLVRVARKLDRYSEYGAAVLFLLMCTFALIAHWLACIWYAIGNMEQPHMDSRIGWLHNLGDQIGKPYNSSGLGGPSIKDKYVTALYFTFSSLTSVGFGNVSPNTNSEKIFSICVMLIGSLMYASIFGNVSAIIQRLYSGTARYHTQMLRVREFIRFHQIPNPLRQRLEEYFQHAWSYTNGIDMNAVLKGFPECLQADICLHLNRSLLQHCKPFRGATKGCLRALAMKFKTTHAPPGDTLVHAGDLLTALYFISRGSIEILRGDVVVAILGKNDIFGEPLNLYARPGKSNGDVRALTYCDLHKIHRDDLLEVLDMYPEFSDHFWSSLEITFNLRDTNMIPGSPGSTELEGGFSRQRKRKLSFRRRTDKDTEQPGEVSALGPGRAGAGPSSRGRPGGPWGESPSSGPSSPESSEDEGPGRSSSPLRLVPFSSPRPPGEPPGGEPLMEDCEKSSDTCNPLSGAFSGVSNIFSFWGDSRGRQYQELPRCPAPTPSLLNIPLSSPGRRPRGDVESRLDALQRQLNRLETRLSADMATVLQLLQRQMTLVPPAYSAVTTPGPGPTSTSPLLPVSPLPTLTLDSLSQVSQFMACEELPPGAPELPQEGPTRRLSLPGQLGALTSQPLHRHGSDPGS
KCNK3 block = human KCNK3 channel inhibition, primary screen | O14649 | CHO-KCNK3 thallium flux, FluxOR fluorescence; hits give low values | B-score at 10 µM | 340,000 compounds, 0.84% hits;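 active = B-score under library mean minus 4 SD, starting fluorescence ratio at most library mean plus 5 SD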;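 also: more negative B-score means stronger inhibition of thallium flux through KCNK3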
Dyrk1A ADPGlo = inhibitors of rat Dyrk1A kinase | ADP-Glo luminescence, NFATc1 peptide | inhibition, % at 12.5 µM | Q63470 | 310,000 compounds, 0.43% hits; in the data active = inhibition above about 50%;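 also: plate controls were vehicle with enzyme for no effect and no enzyme for full effect; many of its hits are not listed in these tables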
GSK3A inh = human GSK-3 alpha kinase inhibition. inhibition, % at 10 µM. P49840. ADP-Glo luminescence, 60 min. AID 2650. 320,000 compounds, 0.1% hits;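 in the data active = inhibition above about 50%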;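 also: GST-tagged GSK-3 alpha with peptide substrate and 25 µM ATP; 0% = DMSO neutral wells and 100% = GW8510 positive control wells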
* marks the source's active call; other numbers are inactive results; i = inactive; ? = inconclusive; . = no result given. These rows are one share of the data (hit frequency here may not be typical).

The line under a structure holds: RGS4 pot	HDAC3 inhib	GSK3B inh	PolyA inh	KCNK9 block	KCNQ1 pot	KCNQ1 inh	hERG protect	KCNK3 block	Dyrk1A ADPGlo	GSK3A inh
O=C(NC(=S)Nc1cccc(C(F)(F)F)c1)c1ccc2nonc2c1
 : i	?	3.6	i	i	i	i	-7.7	i	.	-4.4
CN1CCN(c2ccc(NC(=O)N3CCc4ccccc43)cc2)CC1
 : i	8.2	-1.5	i	i	i	i	-3.0	i	3.7	-1.3
CCC(C)(C)NC(=O)C1c2ccccc2Oc2ccccc21
 : i	4.8	2.6	i	i	i	i	-8.6	i	2.6	-0.7
O=C(NCc1ccncc1)c1ccc(Br)cc1
 : i	0.9	-0.1	i	i	i	i	-7.4	i	3.5	1.3
O=c1n(Cc2ccc(Cl)cc2)c2sc3c(c2c2ncnn12)CCCC3
 : i	2.2	0.2	i	i	i	i	-9.2	i	4.4	-0.3
CCCCOc1ccc(Br)cc1/C(C)=N/NC1=NCCN1
 : -8.11*	0.1	3.2	i	i	i	i	-23.8	i	-0.8	7.2
O=S(=O)(c1ccc2nc(Cc3cccc(C(F)(F)F)c3)[nH]c2c1)N1CCOCC1
 : i	-0.2	1.7	i	i	i	i	-8.9	i	-0.7	-1.0
Cc1sc(-n2c(C)cc(C=O)c2C)c(C(=O)O)c1C
 : i	0.2	4.2	i	i	i	i	-8.8	i	1.6	-2.3
O=C(Nc1cc(S(=O)(=O)N2CCOCC2)ccc1N1CCOCC1)c1cnccn1
 : i	-6.8	0.1	i	i	i	i	-3.7	i	-5.2	-4.8
COc1ccc(NC(=O)COC(=O)c2c3c(nc4ccccc24)CCCC3)cc1
 : i	10.3	0.5	i	i	i	i	-6.4	i	7.1	.
COc1ccc(CNC(=O)c2cc(-c3ccc(OC)c(OC)c3)on2)cc1
 : i	4.3	1.2	i	i	i	i	-5.3	i	3.0	0.3
O=S(=O)(Nc1ccncc1)c1cc(Cl)c(Cl)cc1Cl
 : i	-10.9	-1.0	i	i	i	i	-5.9	i	.	1.8
Cc1cccc(NC(=S)N2CCC(N(C)CC3CCCO3)CC2)c1 (centres undefined)
 : i	-9.8	-0.8	i	i	i	i	-6.0	i	-4.7	-1.3
CCOC(=O)c1c(NC(=O)COC(=O)Cn2cnc3c2c(=O)n(C)c(=O)n3C)sc(C)c1CC
 : i	-7.2	0.5	i	i	i	i	-9.0	i	3.2	0.2
Cc1ccc(NC(=O)CNC(=O)c2ccc3c(c2)OCO3)nc1
 : i	2.5	-0.2	i	i	i	i	-9.8	i	1.9	-1.8
CCC1CCCCN1CCCNC(=O)c1ccc2c(c1)c(C)c(C)n2C (centres undefined)
 : i	6.5	35.4	i	i	i	i	-9.0	i	0.6	1.1
COc1ccc(OC)c(C(c2nnnn2Cc2ccccc2)N2CCN(C)CC2)c1 (centres undefined)
 : i	2.3	-1.6	i	i	i	i	-9.7	i	0.3	-0.8
CCCC(=O)Nc1ccc2oc(-c3cccnc3)nc2c1
 : i	-61.0	1.8	i	i	i	i	-12.1	i	2.2	0.4
O=C(O)c1cccc([N+](=O)[O-])c1C(=O)Nc1nc2ccccc2s1
 : i	1.3	0.8	i	i	i	i	-16.4	i	5.5	-2.8
Cn1c(SCC(=O)NCc2ccco2)nnc1-c1cccs1
 : i	2.8	-2.6	i	i	i	i	-9.1	i	5.3	3.4
COC(=O)c1ccc(/C=N/n2cnnc2)cc1
 : i	2.2	-2.1	i	i	i	i	3.2	i	-5.5	-1.2
O=C(c1ccco1)N1CCC(c2ccccc2)C1 (centres undefined)
 : i	-9.7	-4.3	i	i	i	i	-0.8	i	1.7	-5.5
CC(C)=CCN1CCN(Cc2ccc(Oc3ncccn3)cc2)CC1CCO (centres undefined)
 : i	2.6	-9.4	i	i	i	i	-5.1	i	-11.3	-0.5
COc1cccc(-c2nn3c(-c4cccc(C)c4)nnc3s2)c1
 : i	-1.7	1.9	i	i	i	i	-9.1	i	-3.5	-4.4
Cc1c(Cl)cccc1NC(=O)CNc1ccccc1F
 : i	-1.2	-0.6	i	i	i	i	-0.4	i	1.2	-1.1
Cc1ccc2c(CC(=O)NCc3ccco3)coc2c1C
 : i	-2.4	1.3	i	i	i	i	-2.7	i	2.2	0.2
CCc1ccc(OC(=O)CN2C(=O)c3ccccc3C2=O)cc1
 : i	4.1	-3.2	i	i	i	i	-0.2	i	-0.9	-2.0
COC(=O)\C(C(C)=O)=C(/C=C/C=C/N(C)C)N(C)C
 : i	10.8	2.5	i	i	i	i	-3.8	i	19.3	-1.2
Cc1ccc(Nc2nc(CSc3nnc(-c4cccs4)o3)cs2)cc1
 : i	6.0	-1.8	i	i	i	i	-7.7	i	-7.9	-2.7
O=C(NCCCN1CCCC1=O)c1ccccc1NS(=O)(=O)c1ccc(Br)cc1
 : i	3.0	-2.1	i	i	i	i	-16.1	i	-0.8	.
Cc1cc(-c2ccccc2)c(C#N)c(N)n1
 : i	-2.4	3.2	i	i	i	i	-4.2	i	-2.3	2.1
N/C(=N\c1nc2ccccc2o1)NC(=O)c1ccccc1Br
 : i	-2.3	5.9	i	i	i	i	-4.3	i	-2.3	-1.3
CC(=O)c1cccc(NC(=O)Nc2cnn(Cc3ccc(F)cc3)c2)c1
 : i	.	2.2	i	i	i	i	-12.9	.	.	.
COc1ccc(OC)c(/C=N\Nc2nccs2)c1
 : i	-3.9	-0.9	i	i	i	i	-2.9	i	2.8	-4.5
COc1ccc(/C=C/C(=O)OCC(=O)NC2CCCC(C)C2C)cc1S(=O)(=O)N1CCOCC1 (centres undefined)
 : i	3.2	3.5	i	i	i	i	-11.0	i	-1.7	-0.9
COc1cccc(-c2ccnc3[nH]n(-c4ccccc4)c(=O)c23)c1
 : i	2.0	-0.4	i	i	i	i	-4.8	i	-4.6	-0.1
CCN(CC)S(=O)(=O)c1cccc(-c2cn3cccnc3n2)c1
 : i	.	2.2	i	i	i	i	-7.6	i	0.2	-2.1
Cn1c(=O)c2c(SCC(=O)NCc3ccco3)nc(CC(C)(C)C)nc2n(C)c1=O
 : i	-3.0	-0.1	i	i	i	i	-11.3	i	-3.1	0.7
O=C(CCC(=O)N1CCOc2ccccc21)NCCCN1CCCCC1
 : i	6.9	-3.0	i	i	i	i	-5.3	i	2.1	2.8
Fc1ccc(N2CCN(c3cnc4ccccc4n3)CC2)cc1
 : i	-5.1	9.4	i	i	i	i	-1.7	i	2.6	-0.6
COc1ccccc1NC(=O)Cc1noc(CSc2n[nH]c(N)n2)n1
 : i	-4.1	1.6	i	i	i	i	-14.0	i	-5.9	-0.6
CNC(=O)c1sc(NCc2ccccc2OC)nc1C
 : i	.	0.8	i	i	i	i	-9.5	i	1.9	.
CCCCNC(=O)C1c2ccccc2Oc2ccccc21
 : i	-1.8	0.4	i	i	i	i	-12.3	i	0.5	-2.4
COc1cc(=O)n2c(-c3ccccc3)csc2n1
 : i	-4.3	-0.3	i	i	i	i	-1.8	i	.	0.3
CCOC(=O)N1CCC(=NNC(=O)COc2ccc(OC)cc2)CC1
 : i	2.9	2.4	i	i	i	i	-3.2	i	0.2	0.8
CCN(CC)c1ccc(S(=O)(=O)N(CC)CC)cc1NC(=O)c1cccnc1
 : i	1.5	-3.2	i	i	i	i	-18.1	i	.	-1.6
N#CCCN1CCN(C(=S)c2ccc(-c3cccc(Cl)c3)o2)CC1
 : i	4.8	1.2	i	i	i	i	-2.8	i	38.4	-0.7
Cc1cc(-n2cccn2)ccc1CN1CCN(CC(C)C)C(CCO)C1 (centres undefined)
 : -7.29*	-10.3	1.5	.	i	i	i	-7.8	i	-3.3	-2.4
Cc1ccc(CNC(=O)C2CCN(S(=O)(=O)c3cccnc3)CC2)cc1
 : i	-5.4	-0.8	i	i	i	i	-8.5	i	-4.1	.
Cc1cc2c(cc1C)NC(c1c(C)n(C)n(-c3ccccc3)c1=O)C1=C(CC(C)(C)CC1=O)N2 (centres undefined)
 : -10.9*	5.3	-20.3	i	i	i	15*	-20.9	i	.	-1.1
CC1(C)Oc2ccc(NC(=O)c3ccco3)cc2O1
 : i	1.1	0.8	i	i	i	i	0.4	i	0.5	-1.6
CCc1ccccc1N(CC(=O)NCCSCc1ccco1)S(C)(=O)=O
 : i	4.1	-1.4	i	i	i	i	0.9	i	2.3	-5.4
O=C(OCn1nnc2ccccc2c1=O)C1CCCCC1
 : i	3.0	-2.0	i	i	i	i	-7.8	i	1.4	-1.6
Cc1cc(OC(C)C(=O)NCCCN2CCOCC2)ccc1Cl (centres undefined)
 : i	-4.1	3.6	i	i	i	i	-6.9	i	-12.7	-2.7
CCCNC(=O)NC(=O)COC(=O)c1cccc(NS(=O)(=O)c2ccc(F)c(F)c2)c1
 : i	1.6	-0.3	i	i	i	i	-11.5	i	-0.9	0.5
COc1ccc(CCN2C(=O)CSC2c2ccc(F)cc2)cc1 (centres undefined)
 : i	-3.9	2.9	i	i	i	i	-6.6	i	-2.2	-0.8
N#Cc1cccc2cnccc12
 : i	3.7	-1.5	i	i	i	i	-6.5	i	-1.7	-0.5
Cc1ccc(Oc2ccc(C(=O)NCc3ccncc3)cc2)cc1
 : i	.	-0.3	i	i	i	i	-15.6	i	5.2	.
Cc1ccc(NCc2nnc(SCC(=O)O)n2-c2ccc(C)cc2)cc1
 : i	0.5	1.8	i	i	i	i	-6.5	i	-2.7	-5.1
COc1ccccc1-c1cc(C(F)(F)F)n2ncc(C(=O)N3CCc4ccccc4C3)c2n1
 : i	.	-0.6	i	i	i	i	-11.0	i	-5.0	0.3
COc1ccc(NC(=O)C(=O)N/N=C\c2ccc(CNC(=O)C(=O)Nc3ccc(C)c(C)c3)o2)c(OC)c1
 : i	-1.1	1.1	i	i	i	i	-11.2	.	.	2.3

Screening results (PubChem BioAssay)
